# Bioassay records deposited in PubChem by National Center for Advancing Translational Sciences (NCATS).
# Lipid storage S3: qHTS Assay for Lipid Storage Modulators in Drosophila S3 Cells | Drosophila S3 cells, BODIPY lipid droplet fluorescence, 18-24 h; cells fed with added oleic acid | Potency in µM for hits, for the others lipid storage change, negative = inhibition, % at the top dose, mostly 46.1 µM | hit rate 0.64% among 320,000; active means well fitted inhibition curve with a large enough effect in the signal ratio, with a control signal flat, not every such curve was filed as active; inconclusive means small, poorly fitted or top-dose-only effect, or effect the other way, or a change in a side signal; the % refers to the signal ratio
#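 Laser-scanning cytometry quantifies lipid droplet accumulation (500–530 nm total intensity; droplet/cell object ratio) in oleic acid-fed (400 uM added) Drosophila S3 cells treated with a concentration series. 20 uM Triacsin C defined 100% inhibition.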
# Lipid storage S3 cell count max: second read-out of Lipid storage S3, no call of its own (marks repeat the call); cell number change, %; measured here: cell count max response;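 cells counted by Cell Tracker Red CMTPX staining in the red channel; peak over a dose series mostly up to 46.1 µM; percent activity relative to internal control wells on each plate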
# * hit, by the source's call; i = inactive; ? = inconclusive; nt = no result given; [ ] = remark or other dose. On the % scale 0 is the no-effect control and ±100 the full control effect; potency means the concentration at half of the fitted maximal effect. These rows are one share of the data. The share of hits here may be higher or lower than overall.
# Start of the listing, in advance, two compounds:
smiles	Lipid storage S3	Lipid storage S3 cell count max
Cc1cccc(NC(=O)c2cc[n+]([O-])cc2)c1C	28%	-4
C/C(=N/OCC(=O)Nc1ccc(C)cc1C)c1cccs1	?	nt

# The list itself (from the top)
smiles	Lipid storage S3	Lipid storage S3 cell count max
Cc1cccc(NC(=O)c2cc[n+]([O-])cc2)c1C	28%	-4
C/C(=N/OCC(=O)Nc1ccc(C)cc1C)c1cccs1	?	nt
COC(=O)Cc1ccc(N(Cc2ccccc2F)S(=O)(=O)c2ccc(C)cc2)cc1	?	nt
COc1ccccc1OCc1ccc(C(=O)OCC2CCCO2)o1 (stereo not drawn)	-1%	-9
CCOC(=O)CSC(=S)NC(=O)c1ccc(OC)cc1	6%	6
Cc1cc(NC(=O)COC(=O)C2CC(=O)N(c3ccccc3)C2)no1 (stereo not drawn)	i	-7
NC(=O)C1CCN(c2ccc(C(F)(F)F)cc2[N+](=O)[O-])CC1	3%	nt
COc1ccc(OC)c(S(=O)(=O)NCCC(C)C)c1	2%	15
COc1cc(CNCc2ccccc2)c(Br)cc1OC1CCCC1	?	nt
CSc1nc(NC(C)(C)C)nc(Oc2ccc(=O)n(C)n2)n1	-9%	12
Cc1ccc(C)c(S(=O)(=O)N2CCN(c3nc(-c4cccnc4)nc4ccccc34)CC2)c1	?	nt
COc1ccc(-c2nnc3sc(COc4ccccc4)nn23)cc1	15%	-11
COC(=O)C(C)NC(=S)N1CCN(c2c(F)cc3c(=O)c(C(=O)O)cn(C4CC4)c3c2OC)CC1C (stereo not drawn)	?	nt
CC(C)(C)NC(=O)C(c1ccncc1)N(C(=O)CNC(=O)c1ccco1)c1ccc(F)cc1 (stereo not drawn)	?	nt
CC(=O)C1C(=O)C=C(c2cccs2)CC1c1ccccc1 (stereo not drawn)	?	nt
CN=Cc1sc2ccccc2c1O	?	nt
CCOC(=O)c1ccc2nc(C(F)(F)F)[nH]c(=O)c2c1	6%	-7
COc1ccc(C(CC(=O)Nc2cc([N+](=O)[O-])ccc2OC)c2ccccc2)cc1 (stereo not drawn)	12%	2
CSc1snnc1-c1ccccc1	?	nt
COC(=O)c1c(C(=O)OC)c(-c2ccc(OC)cc2)n2c1CS(=O)C2 (stereo not drawn)	-8%	-9

# Single values from above:
# Lipid storage S3 cell count max, `COc1ccc(-c2nnc3sc(COc4ccccc4)nn23)cc1` : -11
# Lipid storage S3, `COC(=O)c1c(C(=O)OC)c(-c2ccc(OC)cc2)n2c1CS(=O)C2` (stereo not drawn) : -8%
# Lipid storage S3 cell count max, `CCOC(=O)c1ccc2nc(C(F)(F)F)[nH]c(=O)c2c1` : -7

# Of the compounds above, these have a nitro group on carbon:
smiles	Lipid storage S3	Lipid storage S3 cell count max
NC(=O)C1CCN(c2ccc(C(F)(F)F)cc2[N+](=O)[O-])CC1	3%	nt
COc1ccc(C(CC(=O)Nc2cc([N+](=O)[O-])ccc2OC)c2ccccc2)cc1 (stereo not drawn)	12%	2

# Additional entries follow.
smiles	Lipid storage S3	Lipid storage S3 cell count max
Cc1nc2ccccc2c(=O)n1/N=C/c1ccc(O)cc1	?	nt
O=C(O)c1ccc(-c2ccccc2)[nH]1	?	nt
O=C(Nc1cccc(-c2cccc(F)c2)c1)C1CCN(CC2CCOC2)CC1 (stereo not drawn)	?	nt
O=C1C(NS(=O)(=O)c2ccc(Cl)cc2)=C(N2CCCCC2)C(=O)c2ccccc21	?	nt
COc1ccc(CCNC(=O)Cn2nnc(-c3ccccc3F)n2)cc1OC	?	nt
C#CCOC(=O)C(NC(=O)c1ccccc1)=C1CCCCC1	?	nt
CC(=O)c1c(NC(=O)C(C)C)nc(C)nc1-c1ccccc1	9%	6
CSc1ccc(NC(=O)NCCCN2CCN(c3ccccc3F)CC2)cc1	i	14
COc1ccc(S(=O)(=O)NCc2cccnc2)cc1	i	-18
Cc1ccc(OCc2nc(-c3ccccn3)no2)cc1	?	nt
Clc1ncnc2scc(-c3ccc(Br)cc3)c12	?	nt
C=CCNc1nc(N)c([N+](=O)[O-])c(Nc2cccc(Cl)c2)n1	?	nt
COc1ccccc1CNS(=O)(=O)c1ccc2c(c1)NC(=O)CO2	i	-19
COc1ccc(CN2CCNC(=O)C2CC(=O)N2CCCO2)c(OC)c1 (stereo not drawn)	20%	4
COc1ccc(CNC(=O)C(c2ccc(O)cc2)N(Cc2ccco2)C(=O)c2snc(C(N)=O)c2N)cc1 (stereo not drawn)	i	9
Cc1cc(C)nc(SCC(=O)N/N=C/c2ccc3c(c2)OCO3)n1	?	nt
CCC(C#CCN1CCCCC1)(CC)OCCC#N	?	nt
COc1ccc(Cc2nnc(NC(=O)C3CC(=O)N(c4ccccc4C)C3)s2)cc1OC (stereo not drawn)	?	nt
Cc1ccc(OCCn2cncn2)c([N+](=O)[O-])c1	10%	18
Cc1nnc(SCC(=O)Nc2nc(-c3ccccc3)cs2)n1N	?	nt
Cc1cccc(NCc2cccc3ccccc23)n1	?	nt
Cc1cc(/C=C2\SC(=Nc3ccc(N4CCOCC4)cc3)N(C)C2=O)c(C)n1-c1cccnc1	?	nt
COc1ccc(NC(=O)C(c2cc3c(cc2[N+](=O)[O-])OCO3)N(C)c2ccccc2)cc1 (stereo not drawn)	16%	7
O=C(NCc1ccco1)c1ccc2c(c1)N(Cc1ccccc1)CCS2	?	nt
O=C(CN1CCCC1)NC1C2CC3CC(C2)CC1C3 (stereo not drawn)	?	nt
COc1ccc(C(OCC(O)CNC(C)c2ccccc2)c2ccc(OC)cc2)cc1 (stereo not drawn)	?	nt
CC(C)Cc1[nH]c(=O)c(C#N)c2c1CCCC2	15%	0
Cn1cccc1C(=O)NC(=O)CSc1cccc[n+]1[O-]	?	nt
COc1cc(C)ccc1OCCOc1cc(C)ccc1Cl	-20%	1
O=C1CC(c2ccccc2)CC2=C1CN(C1CCCCC1)CN2 (stereo not drawn)	16%	5
COCc1cc(=O)[nH]c(SCC(=O)c2ccccc2)n1	1%	7
O=C(CN1CCN(S(=O)(=O)c2ccccc2)CC1)Nc1ccc(Cl)c(Cl)c1	i	17
COc1ccccc1OCCNC(=O)CNC(=O)c1ccc(C(C)(C)C)cc1	?	nt
O=C(OC(C(=O)NCc1ccco1)c1ccc(Cl)cc1)c1cccs1 (stereo not drawn)	-1%	1
COc1cccc(CC(=O)OCC(=O)NC2CCCCCC2)c1	-11%	-2
CCOC(=O)c1cnc2c(cnn2C)c1Oc1ccc(OC)cc1	29%	nt
CCOc1ccc(S(=O)(=O)N2CCC(C(=O)N3CCN(Cc4ccccc4)CC3)CC2)cc1	-21%	0
COc1ccccc1OCC(=O)N/N=C/c1cccc2cccnc12	?	nt
COCC(=O)N/N=C\c1ccccc1OC/C=C/c1ccccc1	i	-4
O=C(CNC(=O)Cc1ccccc1)NCC(=O)OCc1ccccc1	-15%	-19
COc1ccccc1Oc1ncnc2c1cnn2-c1ccccc1	24%	75
COc1ccc(C)cc1NC(=O)CN1CCCN(S(=O)(=O)c2ccc(Br)cc2)CC1	?	nt
COc1cccc(S(=O)(=O)Nc2ccc(C(=O)Nc3ccncc3)cc2)c1	22%	nt
C#CCOCCOCCOCCNc1nc(N2CCN(C(=O)[C@H](CCC(=O)O)n3cc(C(N)CO)nn3)CC2)nc(N2CCN(C(=O)[C@H](CCCCN)n3cc(C(N)[C@H](C)CC)nn3)CC2)n1 (stereo partly drawn)	?	nt
COc1ccc(CNC(=O)C2CCCN2S(=O)(=O)c2ccccc2)cc1 (stereo not drawn)	?	nt
Cc1cc(C)cc(C(=O)Nc2ccc(NC(=O)Cc3ccccc3)cc2)c1	-2%	1
CCOC(=O)c1c(C(=O)OCC)c(C)n(N2C(=O)CSC2=S)c1C	i	2
COc1ccc(CNS(=O)(=O)c2c(C(=O)N3CCCCC3)c(C)n(C)c2C)cc1	i	-7
CCCN(CC(=O)Nc1ccc(C)cc1Br)CC(=O)Nc1ccc(F)c(F)c1F	-10%	-10
CN(C)c1cccc(C(=O)OCC(=O)N(Cc2ccccc2)C2CCS(=O)(=O)C2)c1 (stereo not drawn)	5%	19

# Carrying on.
smiles	Lipid storage S3	Lipid storage S3 cell count max
CCC(NC(=O)c1cc(COc2cncc(Cl)c2)on1)c1ccc(C)cc1 (stereo not drawn)	?	nt
CCOC(=O)C1(Cc2ccccc2)CCN(Cc2cnn(-c3ccccc3)c2)CC1	-4%	-13
Cn1c(=O)n(C)c2cc(NC(=O)c3cccc([N+](=O)[O-])c3)c(Br)cc21	?	nt
CCn1c2ccccc2c2cc(NC(=O)COC(=O)c3ccccc3O)ccc21	i	nt
COCCn1c(=O)[nH]c2cc(C(=O)NCCN3CCN(c4cccc(Cl)c4)CC3)ccc2c1=O	?	nt
CCCCCCOc1ccc(C(=O)NCCCn2ccnc2)cc1	?	nt
Cc1cccc(C)c1OCc1n[nH]c(=S)n1N	14%	-16
O=C(Nc1ccc(O)c(C(=O)O)c1)c1cccc(NC(=O)c2ccco2)c1	?	nt
O=C(Oc1ccc2c(c1)O/C(=C\c1ccncc1)C2=O)c1cccs1	?	nt
Cn1nccc1C(=O)Nc1ccc(OC(=O)c2ccnn2C)cc1	?	nt
Cn1cccc1/C=N/N1CCN(Cc2ccccc2Cl)CC1	10%	13
COC(=O)c1cccc(NC(=O)C2C3CCC(C3)C2C(=O)O)c1 (stereo not drawn)	17%	nt
O=C(CSc1ccc(Cl)cc1)Nc1ccc(-c2nc3ccccc3[nH]2)cc1	?	nt
COC(=O)C1(C)NC(c2ccc(F)cc2)C2C(=O)N(c3ccccc3)C(=O)C21 (stereo not drawn)	-8%	5
Cc1cnc(C(=O)Nc2ccc(F)c(F)c2)cn1	1%	7
CC1CC(C)(C)NC(C)c2ccccc21 (stereo not drawn)	1%	-17
CCc1cccc(CC)c1NC(=O)COC(=O)CCc1cc(OC)c(OC)c(OC)c1	4%	0
CC(C)(C)C(=O)O/N=C(\N)COc1cccc(Cl)c1	?	nt
Cc1ccc(C(C(=O)NC2CCCC2)N(C(=O)c2csnn2)c2cccc(F)c2)o1 (stereo not drawn)	?	nt
COc1cccc(N=CC2=C(O)CCCC2=O)c1	?	nt
c1csc(-c2nnc(COc3ncnc4sccc34)o2)c1	9%	12
COc1ccc(NC(=O)/C=C/C(=O)O)c(OC)c1	?	nt
CSc1cccc(NC(=O)c2sc3nc4n(c(=O)c3c2C)CCC4)c1	?	nt
CCSc1ccccc1C(=O)N1CCCC1	?	nt
C=CCNC(=O)C1CC(=O)N(c2ccc(OCC(=O)Nc3ccc(C)cc3)cc2)C1 (stereo not drawn)	-20%	1
O=C(CSCc1ccc(F)cc1)Nc1nc2c(s1)CCCC2	?	nt
CC(NC(=O)CN1CCN(c2cccc(Cl)c2)CC1)c1ccccc1 (stereo not drawn)	20%	-11
Cc1ccc([N+](=O)[O-])cc1NC(=O)CSc1nnc(C)n1CC1CCCO1 (stereo not drawn)	29%	-12
CCC1=NN2C(=N)/C(=C\c3cccn3-c3ccc(C)cc3C)C(=O)N=C2S1	?	nt
Cc1cc(NC(=O)CCCC(=O)OCC(F)(F)C(F)F)cc(C)c1C(=O)O	10%	-6

# Shown with values under each structure: part of the list above.
# Every second line gives: Lipid storage S3, Lipid storage S3 cell count max
CC(NC(=O)CN1CCN(c2cccc(Cl)c2)CC1)c1ccccc1 (stereo not drawn)
→ 20%, -11
CCSc1ccccc1C(=O)N1CCCC1
→ ?, nt

# The results go on.
smiles	Lipid storage S3	Lipid storage S3 cell count max
Cc1cc(C(=O)O[C@H]2[C@H](C)NS(=O)(=O)[C@H]3C[C@@H]4C=C[C@]23O4)cc([N+](=O)[O-])c1	?	nt
Cn1c(SCc2ccc(Cl)cc2)nnc1C1CC1	-20%	-14
O=C(O)c1ccc(C2SCC(=O)N2Cc2ccco2)cc1 (stereo not drawn)	2%	3
CN1CCN(C(=O)C2=C[C@H](C(C)(C)C)C[C@H](OCCCCO)O2)CC1	?	nt
CCc1ccc(NC(=S)NC2CC3CCC(C2)N3Cc2ccco2)cc1 (stereo not drawn)	i	nt
O=C(Cc1ccccc1)Nc1ccc(CN2CCOCC2)cc1	i	nt
CCN(CC)c1ccc(NC(=O)CCc2nnc3ccc(N4CCCCC4)nn23)c(C)c1	?	nt
CCCCc1c(C)nc(N2CCCC2)[nH]c1=O	14%	3
O=C(CSc1nnc(-c2ccco2)o1)NCCc1ccccc1	10%	-13
N#CCSc1nnc(Nc2ccccc2)s1	?	nt
Cc1onc(-c2ccccc2)c1C(=O)N/N=C/c1ccc([N+](=O)[O-])c(O)c1	i[0.369 µM]	-16
Cc1nc(SCC(=O)Nc2ccc(CN3CCCC3)cc2)c2c(C)c(C)sc2n1	?	nt
COc1cccc(C(=O)Nc2cc([N+](=O)[O-])ccc2N2CCN(C)CC2)c1	-9%	-11
O=S(=O)(c1cnc[nH]1)N1CCN(c2ccccc2)CC1	?	nt
CCOc1ccc(CNc2ncc(-c3ccccc3)n2C)cc1	15%	-6
CCCNC(=O)C1CCCN(S(=O)(=O)c2ccc3c(c2)CC(C)N3C(=O)C2CC2)C1 (stereo not drawn)	?	nt
C=C(C)Cn1c(=O)c2c(nc3n2CC(C)CN3Cc2ccccc2)n(C)c1=O (stereo not drawn)	?	nt
